CCT chaperon mod: changes cytosolic chaperonin activity. actives 0.3% (n = 360,000). purified chaperonin ATPase assay, HTRF ADP detection, 30 min. activity change, % (concentration not given with the values), hits read low. AID 651819; in the data active means activity change below about -30%; further: on the % scale 0 is the no-effect control and ±100 the full control effect
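First, chaperonin was dispensed at 40 nM or 20 nM final depending on batch activity. Next, compounds were pinned at 76 uM and ATP added at 10 uM. After 30 min at 37 °C, ADP detection reagents ran 30 min at ambient temperature.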
Nrf2 ARE act: activates Nrf2 signaling; AREc32 ARE-luciferase reporter (MCF7-derived line), luminescence, 24 h; Potency, µM (doses to about 46.1 µM), without a hit: at the top dose activation, actives largely listed as activators; actives 0.31% (n = 410,000); further: potency means the concentration at half of the fitted maximal effect; % of control where 0% means no effect; nearly all actives have a fitted effect of over 65% in size
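AREc32 cells carrying an ARE-driven firefly luciferase reporter were seeded at 1000 cells/well in OPTI-MEM with 5% FBS, then exposed to compound for 24 hr at 37 deg C. Luminescence was read with Steady-Glo after 30 min at RT.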
EPAC2 antag: blocks human EPAC2 exchange factor; Potency, µM (highest dose often 114 µM), for inactives: top-dose activity, negative = inhibition, actives largely listed as inhibitors; EPAC2 GEF exchange of Rap1B-BODIPY-GDP, fluorescence; actives 0.18% (n = 360,000); Q8WZA2; further: potency means the concentration at half of the fitted maximal effect; on the % scale 0 is the no-effect control and ±100 the full control effect; nearly all actives have a fitted effect of over 45% in size; many of its hits are not listed in these tables
Target sequence (Q8WZA2 whole entry, looked up): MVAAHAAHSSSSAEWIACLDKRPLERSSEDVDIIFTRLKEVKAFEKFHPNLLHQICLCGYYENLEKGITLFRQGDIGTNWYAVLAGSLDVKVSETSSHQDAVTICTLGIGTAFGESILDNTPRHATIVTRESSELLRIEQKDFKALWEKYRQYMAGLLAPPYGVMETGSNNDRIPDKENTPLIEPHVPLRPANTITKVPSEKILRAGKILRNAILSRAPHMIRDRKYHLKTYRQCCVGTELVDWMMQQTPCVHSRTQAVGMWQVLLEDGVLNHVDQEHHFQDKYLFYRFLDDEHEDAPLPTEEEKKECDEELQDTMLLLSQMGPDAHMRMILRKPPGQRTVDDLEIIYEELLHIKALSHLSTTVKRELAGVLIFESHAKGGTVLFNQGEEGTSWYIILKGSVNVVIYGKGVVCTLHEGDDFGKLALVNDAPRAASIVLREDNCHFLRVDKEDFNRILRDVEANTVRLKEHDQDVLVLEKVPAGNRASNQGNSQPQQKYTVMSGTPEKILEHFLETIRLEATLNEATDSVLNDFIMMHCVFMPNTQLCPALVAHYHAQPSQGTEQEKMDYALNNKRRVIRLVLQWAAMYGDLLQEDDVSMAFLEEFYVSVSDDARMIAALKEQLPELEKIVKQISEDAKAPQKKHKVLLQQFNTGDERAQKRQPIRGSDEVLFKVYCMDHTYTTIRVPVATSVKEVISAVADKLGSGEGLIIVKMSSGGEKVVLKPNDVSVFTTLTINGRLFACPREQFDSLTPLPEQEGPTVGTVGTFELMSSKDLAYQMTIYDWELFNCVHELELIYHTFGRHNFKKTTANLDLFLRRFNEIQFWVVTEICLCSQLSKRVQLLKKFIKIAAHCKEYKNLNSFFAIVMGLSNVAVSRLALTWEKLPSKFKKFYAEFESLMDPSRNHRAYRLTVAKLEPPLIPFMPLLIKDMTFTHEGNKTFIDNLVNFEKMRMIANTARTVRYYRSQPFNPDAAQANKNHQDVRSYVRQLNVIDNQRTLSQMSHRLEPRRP
EPAC2 ag: activates human EPAC2 exchange factor. AID 720711. Potency, µM (titrated, usually from 154 µM), for the others: at the top dose activation, hits mostly activators. actives 0.079% (n = 360,000). Q8WZA2. EPAC2 activation, biochemical qHTS; response scale: 100% = 6.5 mM cAMP response; further: potency means the concentration at half of the fitted maximal effect; nearly all actives have a fitted effect of over 50% in size
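Compounds were titrated in qHTS against a Rap1B-BODIPY-GDP (250 nM) complex with EPAC2 (100 nM) and GDP (50 uM). BODIPY-GDP release tracked at 480/540 nm over 30 min at room temperature, normalized to 6.5 mM cAMP.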
TGFb inhibitor: blocks TGF-b signaling. actives 1.2% (n = 410,000). Potency, µM (doses to about 46.1 µM), for the others: at the highest dose activity, negative = inhibition, hits mostly inhibitors. AID 588855. HepG2 CAGA-GFP TGF-b/SMAD3 reporter, GFP fluorescence, 18 h; TGF-beta stimulated, 500 pg/mL final; further: potency means the concentration at half of the fitted maximal effect; on the % scale 0 is the no-effect control and ±100 the full control effect; nearly all actives have a fitted effect of over 65% in size
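Inhibition was scored as loss of TGF-beta-induced (500 pg/mL final, 18 hours, 37 degrees C) GFP in HEPG2 cells carrying a CAGA-GFP reporter, in DMEM with 1% FBS. Well GFP was summed per cell; Activity was normalised to unstimulated and stimulated DMSO wells, then concentration-response fitting.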
Nrf2 block: Nrf2 pathway inhibition; Potency, µM (series often up to 46 µM), inactives show at the highest dose activity change, negative = inhibition, actives largely listed as inhibitors; actives 2.1% (n = 360,000); A549 ARE-Fluc reporter, luciferase luminescence, 18-24 h; further: potency means the concentration at half of the fitted maximal effect; on the % scale 0 is the no-effect control and ±100 the full control effect; nearly all actives have a fitted effect of over 60% in size
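Two sequential reads on A549 ARE_Fluc cells exposed to compound for 18-24 h: a CellTiter-Fluor fluorescence read for viability, then a luciferase luminescence read for Nrf2/ARE activity.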
A549 tox: A549 cytotoxicity, counter-screen for Nrf2 inhibitors. A549 ARE-Fluc cells, CellTiter-Fluor viability, 18-24 h. Potency, µM (series often up to 46 µM), for the others: at the highest dose activity change, negative = cytotoxicity, actives largely listed as inhibitors. actives 0.16% (n = 390,000). AID 504648; further: potency means the concentration at half of the fitted maximal effect; on the % scale 0 is the no-effect control and ±100 the full control effect
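A549 ARE_Fluc cells in 5% FBS OPTI-MEM were exposed to compounds in concentration-response for 18-24 h at 37 deg C. Viability was read by CellTiter-Fluor fluorescence (Ex 405/Em 525) after 30 min, before the luciferase read.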
Mm-Cpn inhibitor: M. maripaludis TRiC chaperonin inhibition; purified Mm-Cpn ATPase, ADP Transcreener TR-FRET; actives 0.031% (n = 330,000); Potency, µM (highest dose often 76.9 µM), for inactives: top-dose activity, negative = inhibition, usual class: inhibitors; AID 504842; further: potency means the concentration at half of the fitted maximal effect; on the % scale 0 is the no-effect control and ±100 the full control effect; nearly all actives have a fitted effect of over 80% in size
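Quantitative HTS used 25 nM Mm-CPN and 10 uM ATP in magnesium/KCl Tris buffer, pH 7.4, with 1 mM DTT. Hydrolysis ran 30 min at 37°C; ADP was read by HTRF.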
pAkt inh: blocks phosphorylation of Akt | Neuro2A IGF-stimulated pAkt S473 HTRF, 20 min; hits give low values | activity change, % for hits at 50 µM | actives 0.32% (n = 360,000) | AID 651550; in the data active means activity change below about -80%; inconclusive means mostly about -51% to -80%; further: on the % scale 0 is the no-effect control and ±100 the full control effect
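Neuro2A cells in DMEM with 0.5% FBS, overnight at 37 deg C, given compound at single 50 µM final, then IGF (6 nM final) for 20 min at 37 deg C. Lysed; phospho-Akt Ser473 by HTRF after 24 h, 665/615 ratio.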
Active calls of the source: *; i = inactive; ? = inconclusive; nt = not tested or not shown; [ ] = another dose, or the depositor's remark. Unless noted, the call rests on the fitted dose curve; in most records, active means well fitted curve in the direction sought with a large enough effect; inconclusive means small, poorly fitted or top-dose-only effect, or another doubt; inactive means no such curve, though single readings can be large; an effect the other way counts as inactive or inconclusive. These rows are one share of the data (hit frequency here may not be typical).

SMILES	CCT chaperon mod	Nrf2 ARE act	EPAC2 antag	EPAC2 ag	TGFb inhibitor	Nrf2 block	A549 tox	Mm-Cpn inhibitor	pAkt inh
CCNc1nc(NCC)n2c(SCC(=O)Nc3ccc(Br)cc3F)nnc2n1	-7.1	4.9%	-1.5%	2.3%	6.7%	-3.9%	-7.9%	-1.9%	i
COC(=O)c1ccc(C2NC(=S)N(c3ccccc3)C(C)=C2C(=O)Nc2ccccc2OC)cc1 (stereo not given)	-3.7	0.5%	-9.7%	9.9%	6.3%	?	nt	?	i
O=C(CCC1CCCN(C(=O)C2CCCC2)C1)NCc1ccc(F)c(F)c1 (stereo not given)	-1.0	0.4%	2.3%	2.3%	-3.6%	26.6%	-9.3%	-3.9%	i
N#CCSc1nnc2ccc3ccccc3n12	0.9	2.1%	-3.1%	8.0%	10.7%	2.9%	15.0%	-1.7%	i
S=C(c1cn(CCOc2ccccc2)c2ccccc12)N1CCCC1	-0.9	-0.5%	-0.1%	10.3%	?	?	-15.3%	-21.7%	i
COc1ccc(N2C(=O)CC(c3ccc([N+](=O)[O-])cc3)C2=O)cc1 (stereo not given)	1.6	3.4%	-3.9%	-3.6%	2.4%	-18.2%	-3.2%	0.4%	i
O=C(NC12CC3CC(CC(C3)C1)C2)c1ccc(-c2ccc(Br)cc2)o1	-2.0	1.9%	-6.4%	13.0%	?	?	8.7%	-12.6%	i
CCCS(=O)(=O)c1nc(S(=O)(=O)c2ccc(C)cc2)c(N2CCC(C)CC2)s1	-2.0	10.6%	-7.9%	-0.7%	-13.3%	-13.6%	5.2%	3.0%	i
Cc1ccc(-c2nnn(CC(=O)N(CCO)C(C(=O)NC(C)(C)C)c3ccncc3)n2)cc1 (stereo not given)	-2.8	-0.6%	4.5%	13.4%	21.5%	7.3%	0.4%	0.6%	i
Cc1ccc(S(=O)(=O)N(C)C)cc1NC(=O)COC(=O)CCC1CCCCC1	1.6	0.2%	-19.7%	2.6%	-4.4%	-19.3%	-5.2%	-0.2%	i
CCOC(=O)c1c(N/N=C/c2ccncc2)n[nH]c1C	0.8	4.6%	2.9%	24.3%	-9.0%	-7.4%	4.0%	0.0%	i
O=C(N/N=C/c1cc([N+](=O)[O-])ccc1N1CCNCC1)c1ccc([N+](=O)[O-])cc1	0.6	1.7%	5.5%	6.8%	-6.5%	?	17.8%	0.6%	i
Cc1ccc(CNC(=O)C2CCN(S(=O)(=O)c3c(C)noc3C)CC2)cc1	0.9	0.1%	-3.6%	-8.0%	1.6%	-10.9%	-5.6%	nt	i
CC(C)CC(=O)Nc1ccc2c(c1)nc(CCN1CCOCC1)n2C	1.4	2.1%	-15.8%	-3.7%	14.1%	7.2%	1.5%	1.0%	i
COc1cc(/C=N/S(=O)(=O)c2ccccc2)cc(OC)c1O	1.3	2.6%	-4.9%	4.2%	-4.3%	-0.4%	-4.7%	0.2%	i
COCCn1c(N)c(C(=O)NCC2CCCO2)c2nc3ccccc3nc21 (stereo not given)	-1.1	-0.1%	-27.2%	3.2%	1.6%	?	?	-9.5%	i
CCCOc1ccc(-c2cc(C(=O)NCC3CCCO3)c3ccccc3n2)cc1 (stereo not given)	-0.3	6.2%	-10.4%	-0.2%	?	3.6%	6.0%	-5.1%	i
N#CC(C#N)=c1ccc2c(c1)N1C3=C(CCCC3)CC3CCCCC31N=2 (stereo not given)	1.4	0.8%	-10.2%	-0.3%	35.9%[activator]	nt	-1.0%	-2.5%	i
O=C(NCC1CCN(Cc2ccc(Cl)cc2)CC1)C1CCCN(c2ncnc3c2nc2n3CCCCC2)C1 (stereo not given)	-0.6	7.1%	-24.9%	-4.0%	-23.0%	?	10.9%	-2.2%	nt
COCCCNC(=O)/C(C#N)=C/c1c(N2CCN(c3ccccc3)CC2)nc2c(C)cccn2c1=O	1.6	5.4%	1.5%	19.7%	?	?	3.6%	2.1%	i
CCOC(=O)c1cccc(N2C(=O)C3C4C=CC(CC4)C3C2=O)c1 (stereo not given)	0.7	0.7%	-0.4%	-2.0%	0.0%	-6.2%	-2.2%	-0.1%	i
COc1ccc(-c2nc(CSCC(=O)NCCCN3CCCC3=O)c(C)o2)cc1OC	-1.0	0.4%	0.9%	2.4%	-2.1%	-1.9%	0.2%	0.6%	i
CN1CCN(c2ccc(S(=O)(=O)N3CCCCC3)cc2NC(=O)/C=C/c2ccc(OC(F)F)cc2)CC1	-1.3	3.2%	-2.1%	14.2%	?	2.9%	-17.7%	-4.3%	i
COc1ccc(C(=O)Oc2ccc(=O)n(-c3ccccc3)n2)cc1	0.6	-0.1%	6.4%	-11.2%	0.2%	1.64µM*	nt	-3.2%	i
CCCCCCNc1c([N+](=O)[O-])c(=O)sc2ccccc12	0.1	6.1%	2.1%	-13.5%	10.1%	?	-3.2%	3.3%	i
SMILES	CCT chaperon mod	Nrf2 ARE act	EPAC2 antag	EPAC2 ag	TGFb inhibitor	Nrf2 block	A549 tox	Mm-Cpn inhibitor	pAkt inh
Cc1nn(-c2ccccc2)c(Cl)c1C(=O)NCCCCNC(=O)c1c(C)nn(-c2ccccc2)c1Cl	-0.4	-0.1%	-2.4%	-4.1%	28.7%	-3.1%	8.9%	-1.4%	i
COc1ccc(CNC(=O)CCC(=O)N2CCN(S(=O)(=O)c3cc([N+](=O)[O-])ccc3C)CC2)cc1	-0.3	0.0%	18.7%	5.7%	6.9%	6.3%	-0.4%	2.0%	i
Cc1c(NC(=O)CN2CCC(C(N)=O)CC2)cccc1[N+](=O)[O-]	-0.7	-0.1%	9.1%	0.1%	-18.3%	4.3%	1.7%	0.3%	i
O=C(Nc1ccc(S(=O)(=O)Nc2cnc3ccccc3n2)cc1)c1ccc(F)cc1	0.6	2.0%	4.5%	-1.5%	-10.9%	?	-1.8%	nt	i
O=C(Nc1nnc(C2=COCCO2)o1)c1ccc(Cl)cc1	-1.9	1.6%	4.1%	-9.2%	21.0%	-9.6%	4.5%	1.6%	i
COCCNC(=O)c1onc(CSc2ccc(C)c(C)c2)c1C(=O)O	0.8	-1.5%	-23.4%	-1.9%	3.2%	21.4%	6.2%	0.6%	i
COc1ccc(/C=N/S(=O)(=O)CCc2ccccc2)c(OC)c1	0.8	-0.2%	13.3%	-13.2%	2.8%	1.5%	-2.7%	1.6%	i
Cc1cc(C)c(NC(=O)CN2C(=O)NC(CCc3ccccc3)C2=O)c(C)c1 (stereo not given)	0.8	-0.8%	2.3%	-4.6%	0.6%	21.3%	-4.8%	3.2%	i
COCC1CCN(C(=O)C2CCN(c3nc(-c4ccccc4)nc4c3CCC4)CC2)C1 (stereo not given)	-3.5	-0.1%	0.1%	-8.3%	-2.1%	-44.0%	-14.8%	1.7%	i
O=C(NCc1ccc(Cl)cc1)c1ccc(CS(=O)Cc2cccc(Cl)c2)o1 (stereo not given)	-0.6	0.5%	-12.4%	-2.3%	-9.9%	?	-0.7%	0.6%	i
CC(C)(C)c1ccc(C(=O)Nc2ccc(NC(=O)c3ccco3)cc2)cc1	-15.6	10.4%	-3.6%	13.2%	?	9.2µM*	?	-2.7%	i
Cc1nc(C)c(C(=O)NNS(=O)(=O)c2ccc([N+](=O)[O-])cc2)s1	-1.2	-0.1%	3.2%	4.8%	-16.2%	0.2%	0.6%	-1.2%	i
O=C(N/N=C/C(Br)=C/c1ccccc1)c1cccs1	1.4	10µM*	-0.7%	12.3%	8.8%	?	?	1.6%	i
O=C(O)C1=C[C@H](c2ccc(F)cc2)C[C@H](OCCCCO)O1	-1.9	-0.7%	11.5%	3.6%	-2.6%	17.5%	7.5%	0.5%	i
CCOC(=O)C1=C(CN2CCCCCC2)NC(=O)NC1c1ccc2c(c1)OCO2 (stereo not given)	-3.5	-0.7%	-7.0%	8.5%	-6.5%	0.2%	-4.1%	1.1%	i
CC(=O)Oc1ccc2ccc(=O)oc2c1	-1.0	0.2%	0.0%	10.1%	15.9%	-4.2%	7.2%	nt	i
COc1ccc(CNC(=O)OCCN2CCN(S(=O)(=O)c3ccc(C)cc3)CCC2=O)cc1	-1.3	0.3%	-12.2%	3.4%	-4.8%	-13.9%	1.8%	2.7%	i
COC/C=C/C1=CC2=CC(=O)C(C)(OC(=O)c3cnc4ccccc4n3)C(=O)C2=CN1CC(C)C (stereo not given)	-1.4	4.6%	17.2%	-6.6%	-10.4%	5.4%	-0.5%	nt	i
c1ccc(-c2n[nH]c(-c3ccccn3)n2)cc1	0.0	9.1%	-3.5%	-3.6%	-1.1%	?	4.0%	-0.3%	i
CCc1ccccc1Nc1nc2ccccc2n1C(C)C	-0.2	0.1%	7.6%	8.3%	17.5%	13.2%	2.2%	0.4%	i
COc1ccc(Cl)cc1C(=O)Nc1ccccc1N1CCN(C(=O)C(C)C)CC1	0.6	8.1%	-11.4%	5.5%	0.6%	?	?	-1.4%	i
O=C1c2ccccc2NC(c2ccccc2O)N1O (stereo not given)	-1.1	2.6%	15.4%	10.2%	-4.1%	-18.9%	3.2%	1.6%	i
CN(C)C(=S)SCCn1c(N)nc(N(C)C)nc1=O	-0.7	-2.2%	1.3%	9.4%	14.2%	-8.0%	-4.3%	2.1%	i
Cn1nnc2cc(NC(=O)Nc3cccc(Cl)c3)ccc21	-1.2	1.0%	21.6%	9.8%	0.9%	26.5%	-4.6%	-11.3%	i
CN1C[C@@H]2[C@@H]3C(=O)N(C)C(=O)[C@@H]3[C@](C)(C1=O)N2C(=O)c1ccc(F)cc1	-0.9	-1.4%	-1.3%	2.6%	9.1%	10.5%	1.2%	nt	i
Cc1c(C(=O)Nc2ccc3c(c2)OCO3)oc2ccccc12	-1.5	7.6%	-2.8%	23.6%	-6.8%	?	0.8%	1.8%	i
